PrPC TRFRET = inhibitors of human cell surface prion protein PrPC. inhibition, % at 13.8 µM. AID 720596. P04156. TR-FRET read-out. actives 0.43% (n = 370,000); in the data active = inhibition above about 24%; note: 0% = median of the test wells and 100% = reference compound wells
Rv3671c protease = Rv3671c (M. tuberculosis) protease inhibition. P9WHR9. inhibition, % at 5.96 µM. actives 0.048% (n = 320,000). AID 2606; in the data active = inhibition above about 38%;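 note: extracellular domain of Rv3671c used as enzyme; 0% = enzyme with DMSO and 100% = no enzyme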
Target sequence (P9WHR9 whole entry, looked up, the tested form may be a part): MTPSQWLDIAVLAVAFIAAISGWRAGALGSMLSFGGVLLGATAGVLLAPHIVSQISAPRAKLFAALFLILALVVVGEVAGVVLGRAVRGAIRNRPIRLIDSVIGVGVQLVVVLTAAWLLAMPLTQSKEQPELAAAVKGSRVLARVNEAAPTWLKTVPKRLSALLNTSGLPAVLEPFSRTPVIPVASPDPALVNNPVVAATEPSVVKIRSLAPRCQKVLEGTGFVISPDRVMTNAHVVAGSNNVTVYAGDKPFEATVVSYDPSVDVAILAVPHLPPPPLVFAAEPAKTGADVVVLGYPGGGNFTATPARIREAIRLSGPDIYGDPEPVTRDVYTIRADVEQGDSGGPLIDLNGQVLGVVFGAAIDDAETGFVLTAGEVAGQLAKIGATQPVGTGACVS
CCHF vOTU inh = CCHFV vOTU protease inhibition; Pep-AMC fluorescence; inhibition, % at 11.5 µM; actives 0.55% (n = 370,000); AID 651958; in the data active = inhibition above about 30%; note: 0% = vehicle wells with enzyme and 100% = no enzyme wells
SARS 3CLpro inh = SARS-CoV 3CLpro protease inhibition | actives 0.14% (n = 290,000) | recombinant SARS-CoV 3CLpro, quenched FRET peptide cleavage | inhibition, % at 6 µM | P0C6X7; in the data active = inhibition above about 12%
VHR inh abs = blocks human VHR1 dual specificity phosphatase. recombinant VHR phosphatase, pNPP absorbance. actives 0.52% (n = 290,000). AID 1654. P51452. inhibition, % at 13.3 µM; in the data active = inhibition above about 50%; note: some compounds called inactive have numbers as strong as hits
Target sequence (P51452 whole entry, looked up): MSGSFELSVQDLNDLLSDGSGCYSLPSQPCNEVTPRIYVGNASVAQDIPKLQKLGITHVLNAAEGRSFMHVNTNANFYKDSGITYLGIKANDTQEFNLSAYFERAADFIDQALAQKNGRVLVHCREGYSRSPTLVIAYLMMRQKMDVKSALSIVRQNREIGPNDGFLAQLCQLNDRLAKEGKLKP
BoNT-F LC inh = blocks Botulinum neurotoxin F light chain protease | Multiplex microsphere protease cleavage assay, flow cytometry | inhibition, % at 10 µM | actives 0.22% (n = 360,000) | AID 588497; in the data active = inhibition above about 35%, passing the limit was not always enough; inconclusive = no clear call, values can overlap the other calls; note: plate controls were buffer without enzyme for full effect and enzyme alone for no effect
MazEF act = activators of E. coli MazEF toxin-antitoxin RNase; P0AE70; FAM/BHQ RNA-DNA oligo cleavage fluorescence, 5 h; activation, % at 20 µM; actives 0.32% (n = 350,000); AID 504720; in the data active = activation above about 50%
Target sequence (P0AE70 whole entry, looked up): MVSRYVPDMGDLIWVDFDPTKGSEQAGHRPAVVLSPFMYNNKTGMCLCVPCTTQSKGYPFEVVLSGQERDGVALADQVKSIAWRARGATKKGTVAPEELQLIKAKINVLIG
SSB-PriA inh = K. pneumoniae PriA-SSBct interaction inhibition. inhibition, % at 33 µM. AID 1272365. AlphaScreen SSBct-PriA binding, biotinylated peptide. actives 0.6% (n = 430,000); in the data active = inhibition mostly above about 37%, no sharp cut-off; inactive = mostly below about 20%;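 note: plate controls were negative control peptide for no effect and reference peptide for full effect; strong numbers were not always called active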
BoNT A protease = BoNT A light chain protease inhibition; multiplex microsphere protease substrate cleavage, flow cytometry; inhibition, % at 10 µM; actives 0.17% (n = 360,000); AID 588499; note: plate controls were buffer without enzyme for full effect and enzyme alone for no effect
Anthrax LF inh2 = inhibitors of Bacillus anthracis lethal factor protease. P15917. multiplex microsphere protease cleavage assay, LF. inhibition, % at 10 µM. actives 0.12% (n = 360,000). AID 588501; note: plate controls were buffer without enzyme for full effect and enzyme alone for no effect
The depositor's hits bear a star; i = inactive; ? = inconclusive; / = no result given; & = joins results of further samples. Cut-off read from the data, not from the text of the source, unless noted: active = inhibition above about 30%; inconclusive = no clear call, values can overlap the other calls; inactive = below that.

Molecule	PrPC TRFRET	Rv3671c protease	CCHF vOTU inh	SARS 3CLpro inh	VHR inh abs	BoNT-F LC inh	MazEF act	SSB-PriA inh	BoNT A protease	Anthrax LF inh2
CC(C)C(=O)N1CCCCCCN1C(=O)C(C)C	4.2	/	7.0	/	/	6.0	4.1	/	-0.9	-4.8
Cc1cccc(NC2=NC3(CCCCC3)N=C(N)N2)c1C	4.6	-6.3	15.1	-3.5	31.6	?	-13.9	-12.9	-1.0	-6.9
O=C(CN1CCCc2ccccc21)N/N=C/c1ccccc1O	-5.4	2.8	1.1	3.3	4.1	-0.9	1.3	/	-0.1	1.2
CCOC(=O)Nc1ccc2c(c1)N(C(=O)CNC)c1ccccc1CC2	-6.6	-4.4	-17.9	0.1	-4.9	-6.2	3.2	-10.4	-1.6	10.6
COc1cc(/C=N/O)cc(Br)c1OCc1ccc(Cl)cc1	1.3	-22.6	3.4	6.0	17.7	-6.5	1.2	/	0.3	0.5
C[C@@H]1CN([C@@H](C)CO)C(=O)c2c(c3ccccc3n2C)-c2ccccc2CO[C@H]1CN(C)S(=O)(=O)c1ccc(C#N)cc1	-14.6	/	2.3	/	/	-8.7	-5.2	/	-0.9	-4.5
COc1ccc(C(=O)/C=C/c2ccc(N(C)C)cc2)c(OC)c1	4.9	-14.7	-1.4	-8.0	-8.5	11.4	-207.9	-8.7	7.5	-3.8
CC(C)(C)NC(=O)CCC1COc2ccccc2O1 (configuration not stated)	7.5	0.2	-0.3	-2.3	6.4	13.6	0.0	-14.3	1.0	-5.1
Cc1cc(S(=O)(=O)N2CCOCC2)ccc1OCC(=O)NCCCn1ccnc1	1.6	-1.5	-5.0	-4.9	2.2	-23.2	7.8	-18.7	-2.4	0.5
O=C(CCc1c[nH]c2ccccc12)NCc1ccco1	-0.9	-6.0	-10.1	6.4	22.2	7.0	-3.2	-0.8	-1.2	-7.0
N#Cc1c(Cn2cncn2)nc(=O)n(-c2ccc(Cl)cc2)c1N	-2.5	4.4	-2.4	-0.3	25.6	-1.6	-0.6	3.2	-0.8	-3.0
CC(=O)c1ccc(Nc2cc(C)nc3c(C)cc(C)cc23)cc1	-4.2	2.9	8.6	-10.3	6.7	2.5	8.4	-16.4	1.1	-6.2
COc1ccc(CC(=O)Nc2ccc(C(=O)Nc3nccs3)cc2)cc1OC	-3.9	/	13.5	0.8	16.5	-0.7	-4.0	-7.8	1.1	1.7
CC(=O)c1c(C)[nH]c(C(=O)CSc2nnc(-c3ccccc3)n2Cc2ccc3c(c2)OCO3)c1C	2.4	-3.1	0.6	1.3	0.3	12.3	-11.2	-15.2	0.2	1.3
Fc1ccccc1CN(CCN1CCOCC1)C(=S)Nc1ccccc1Cl	1.6	2.2	-0.3	0.2	-11.7	-1.3	8.3	-10.3	-0.3	-2.8
COc1cccc(-c2ncc3ccccc3c2COC(=O)c2ccc(Br)cc2)c1	-0.9	-3.6	0.4	/	/	0.8	-5.1	-6.0	-0.1	-0.3
Cc1cccc(NC(=S)N/N=C/c2ccc([N+](=O)[O-])s2)c1	-23.4	-4.0	35.2*	0.8	28.7	19.7	9.5	/	87.9*	52.5*
Cc1ccc(N2CCNCC2C)cc1 (configuration not stated)	3.9	/	-1.6	/	/	-3.6	-10.4	5.5	-0.2	-0.8
CC1(Cc2ccc(Cl)s2)C(=O)Nc2c(Cl)ccc(Cl)c21 (configuration not stated)	11.3	/	-8.5	/	/	-3.0	/	/	-0.4	-2.9
COc1ccc(-c2cn(-c3ccc(C)cc3)c(=O)n2CC(=O)Nc2cccc(F)c2)cc1	2.2	2.2	-8.9	3.8	-12.9	3.4	-13.9	-8.7	-0.7	-0.7
O=C(c1ccc(Cl)c([N+](=O)[O-])c1)N(Cc1ccccc1)C1CCS(=O)(=O)C1 (configuration not stated)	-18.9	-1.1	3.0	7.8	12.1	3.3	0.9	1.6	0.0	-1.3
Cc1ccc(S(=O)(=O)N2CCOCC2)cc1NC(=O)CNCC1CCCCC1	5.0	19.1	-5.8	1.3	25.9	-1.5	3.8	1.1	-1.3	-1.5
COc1ccc(C=NC(CO)C(O)c2ccc([N+](=O)[O-])cc2)cc1 (configuration not stated)	-1.4	2.3	2.5	2.2	13.2	7.4	-6.5	-18.2	-0.8	0.9
CCc1noc2c1/C(=N\O)CC(c1ccccc1)C2 (configuration not stated)	10.0	-7.8	-0.4	5.7	15.9	-56.6	1.9	/	-4.4	-0.7
Cc1ccc(C2C(C#N)=C(N)Oc3c2oc(CO)cc3=O)o1 (configuration not stated)	-9.1	-10.2	-7.6	/	-10.1	-7.1	9.2	-1.3	-0.8	-9.3
C=CCn1c(N)c(S(=O)(=O)c2cccs2)c2nc3ccccc3nc21	1.4	-10.8	-129.9	0.1	15.9	3.9	-2.7	-7.7	0.6	1.1
O=C(NCC(=O)N1CCN(c2ccccc2O)CC1)C1CCCCC1	-2.2	-6.1	-22.1	/	/	0.2	-1.4	-19.8	0.5	-2.8
O=C(/C=C/c1ccco1)Nc1ccc(Oc2ccccc2)cc1	9.8	-16.6	12.7	-0.5	33.8	-3.4	26.8	15.0&7.1	-0.9	-6.6
COc1cc(OC)c(/C=N/NC(=O)Cn2nc([N+](=O)[O-])cc2C)c(OC)c1	-1.5	6.5	-7.9	1.4	20.5	/	-0.5	i	?	?
COc1ccc(-c2cc(C(=O)OC(C)C(=O)Nc3c(C)n(C)n(-c4ccccc4)c3=O)c3ccccc3n2)cc1 (configuration not stated)	3.8	-10.5	1.6	2.3	27.7	1.4	-0.9	-4.0	1.0	1.2
O=c1c2c(nc3nc(CCc4ccccc4)[nH]n13)CCC2	8.7	-2.8	13.8	-4.8	2.0	-32.4	3.6	-10.2	0.4	-2.2
COc1ccc(S(=O)(=O)N(C)CC(=O)Nc2ccc(C)cc2)cc1OC	-1.7	4.1	3.0	-0.3	14.9	-8.7	-2.8	-13.9	-1.8	-4.3
Cc1ccc(C(=O)CSc2cc(C)[nH]c(=O)n2)cc1	-5.9	-5.0	2.9	1.3	16.5	/	1.1	-7.2	/	/
CCc1c(C#N)c(SCCC(=O)Nc2cccc(OC)c2)nc2c1C(=O)CC(C)(C)C2	18.8	-44.8	-0.2	3.8	15.6	2.1	-5.5	-8.0	-0.2	-7.3
O=C(c1nc2ccc(Cl)cn2c1CN1CCC[C@H]1CO)N1CCc2ccccc2C1	-7.5	/	2.9	/	/	11.5	-28.9	/	0.8	-0.6
COc1ccc(-c2sc3ccccc3c2-c2ccc(O)cc2)cc1	6.3	-10.5	2.4	/	/	-4.9	-17.2	1.9	-0.3	-2.2
COc1cccc(-n2nnnc2SCC(=O)NCCc2ccccc2)c1	-2.9	1.4	15.3	4.7	21.3	8.5	1.3	-9.9	-0.1	-1.8
O=C(CCCc1ccccc1)Nc1cccnc1Cl	1.6	4.2	-4.6	-0.8	-7.7	3.7	7.8	-3.1	-1.1	-2.9
c1ccc(CSCc2nc3ccccc3[nH]2)cc1	-2.1	-8.9	3.0	-3.0	-3.6	-5.4	-3.4	8.6	0.1	-1.8
NC(=O)C(=O)NN=C1C2CC3CC(C2)CC1C3	0.8	3.6	6.4	5.9	5.3	-12.6	13.3	-22.2	-0.1	3.1

By substructure, those above containing fluorine.
Molecule	PrPC TRFRET	Rv3671c protease	CCHF vOTU inh	SARS 3CLpro inh	VHR inh abs	BoNT-F LC inh	MazEF act	SSB-PriA inh	BoNT A protease	Anthrax LF inh2
Fc1ccccc1CN(CCN1CCOCC1)C(=S)Nc1ccccc1Cl	1.6	2.2	-0.3	0.2	-11.7	-1.3	8.3	-10.3	-0.3	-2.8
COc1ccc(-c2cn(-c3ccc(C)cc3)c(=O)n2CC(=O)Nc2cccc(F)c2)cc1	2.2	2.2	-8.9	3.8	-12.9	3.4	-13.9	-8.7	-0.7	-0.7

Further structures:
Molecule	PrPC TRFRET	Rv3671c protease	CCHF vOTU inh	SARS 3CLpro inh	VHR inh abs	BoNT-F LC inh	MazEF act	SSB-PriA inh	BoNT A protease	Anthrax LF inh2
COc1ccccc1CN1CC(C(=O)N(CCO)Cc2cccs2)CCC1=O (configuration not stated)	2.6	6.6	-1.1	1.3	6.2	1.8	2.4	9.5	-1.3	3.0
Cc1cccc(OP(=O)(Nc2cccnc2)Oc2cccc(C)c2)c1	2.5	-9.8	0.5	2.5	23.7	-9.5	0.9	-2.9	-0.5	-1.4
CCCOc1ccc(C2c3c(oc4cc(C)c(C)cc4c3=O)C(=O)N2CCCN(C)C)cc1 (configuration not stated)	2.6	-2.2	9.9	-1.1	25.2	1.5	38.3	-6.7	2.1	1.0
Cc1ccc(NC(=O)CSc2ccc3nnc(-c4cccnc4)n3n2)cc1	-1.4	2.9	-10.4	0.6	35.6	1.3	5.2	-22.0	0.8	1.9
CC(C)C[C@H](NC(=O)OC(C)(C)C)C(=O)N1CCC(C(=O)N[C@@H](Cc2c[nH]c3ccccc23)C(=O)O)CC1	0.7	8.3	-9.9	-0.3	9.5	-7.8	0.6	-23.1	-1.1	0.5
Cc1c(C)n(Cc2ccc(Cl)cc2)c2ccc(C(=O)NCCN3CCOCC3)cc12	-0.7	-0.9	-6.7	1.9	7.3	-9.3	4.4	19.3	-3.5	-2.7
Cc1cc(C)cc(C(=O)NCCN2CCOCC2)c1	-1.8	-4.8	-5.0	-2.2	-17.1	21.7	-3.0	-5.5	-0.3	12.7
C#CCNC(=O)C[C@@H]1C[C@@]2(C(=O)OC)CCCCC=C2N(Cc2ccc(Cl)cc2Cl)C1=O	-0.7	/	0.9	/	/	3.2	/	/	0.1	1.3
CCN(CC)/C(N)=N/c1nc(C)cc(C)n1	-5.2	10.7	-8.7	1.1	0.8	-2.1	5.1	/	-0.7	-1.9
COc1cc(NC(=O)c2ccccc2-n2cnnn2)cc(OC)c1	-1.2	9.5	-3.0	/	/	/	1.8	-15.6	/	/
COc1ccc(CNc2ccccc2SC)cc1OC	1.6	-1.9	-14.0	6.0	16.6	-7.9	6.0	6.2	-0.7	-1.0
Cc1cc(=S)c2ccccc2[nH]1	5.0	7.0	11.5	1.1	-3.1	-3.3	4.7	1.0	-0.1	-3.7
COc1ccc(CCNC(=O)Cn2cnc3c(cnn3C(C)(C)C)c2=O)cc1OC	3.2	0.3	7.3	1.5	10.0	-5.1	2.8	-12.2	0.3	-3.5
COc1ccc(CNC(=O)[C@H](C)N2C(=O)N3CCc4c([nH]c5ccccc45)[C@@]3(C)C2=O)cc1OC	5.9	-4.7	-3.8	0.7	20.5	-3.2	4.9	-9.4	-0.6	4.3
CSc1nnnn1-c1ccc(C(=O)OCC(=O)N2CCOCC2)cc1	-4.4	-18.4	-8.7	4.4	-10.2	13.3	10.4	-14.5	-0.3	-18.1
COc1cc([N+](=O)[O-])ccc1NC(=O)Nn1cnnc1	-5.0	-2.1	1.9	1.7	32.2	-2.3	-2.0	-6.6	-2.4	0.6
COc1ccc(CCNC(=O)c2cc3c(F)cccc3s2)cc1OC	3.2	-6.4	-9.0	-1.5	27.7	-3.6	-15.1	-4.6	-3.3	-1.7
CC(C)C[C@H](NS(=O)(=O)c1ccc(Br)cc1)C(=O)O	-3.6	-8.7	5.6	-1.5	2.4	1.2	1.9	4.1	3.1	-2.3
Cc1ccccc1NC(=O)COc1ccc(Br)cc1CNCCCO	2.6	2.1	12.6	1.7	14.9	-9.4	-1.9	-11.9	0.8	0.6
CCN1CCN(Cc2ccc(NC(=O)c3ccc(C)c(NC(=O)c4nccnc4N)c3)cc2C(F)(F)F)CC1	-8.9	-7.0	12.5	/	-0.3	-9.7	11.3	-3.3	-0.6	-7.1

This is a subset; rates above refer to the full screens.
